# Rab9 promoter act: Rab9 promoter activation; Huh7 Rab9 promoter-luciferase reporter, luminescence, 24 h; Potency, µM (highest dose often 9.22 µM), inactives show at the top dose activation, negative = inhibition, usual class: activators; 2.8% of 320,000 active; also: potency is read from the fitted curve at half-maximal effect; % of control where 0% means no effect; nearly all actives have a fitted effect of over 60% in size
#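 Luminescence from Amplite-detected luciferase (10 minutes, ambient) reports Rab9 promoter activation. Before that, stable Rab9-luciferase Huh7 cells (1500/well, reduced-serum OP-MEM I plus 10% FBS) were exposed to compound for 24 hours at 37C.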
# uPA generation: cell surface uPA generation inhibition. 0.31% of 330,000 active. Potency, µM (doses to about 38.3 µM), inactives show top-dose activity change, negative = inhibition, hits mostly inhibitors. cell surface uPA generation assay, qHTS; active = well fitted inhibition curve with a large enough effect; inconclusive = small, poorly fitted or top-dose-only effect; inactive = no such curve, though single readings can be large or run the other way; tested in mouse RAW 264.7 cells; also: potency is read from the fitted curve at half-maximal effect; % is scaled to controls: 0 for no effect and ±100 for the full control effect; nearly all actives have a fitted effect of over 55% in size
# Gal4-VP16 FLuc: counter-screen for ROR gamma inhibitors: Gal4-VP16 reporter; Potency, µM (titrated, usually from 53.6 µM), for the others: top-dose activity, negative = inhibition, most hits filed as inhibitors; 3.5% of 310,000 active; Drosophila S2 Gal4-VP16 UAS-luciferase, luminescence, 20 h;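 also: Gal4-VP16 expression switched on by copper sulfate through the metallothionein promoter; potency is read from the fitted curve at half-maximal effect; % is scaled to controls: 0 for no effect and ±100 for the full control effect; nearly all actives have a fitted effect of over 50% in size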
# Tb PFK inh: inhibitors of T. brucei phosphofructokinase | O15648 | T. brucei PFK, ADP-Glo luminescence | Potency, µM (top dose mostly 57.5 µM), without a hit: top-dose activity, negative = inhibition, usual class: inhibitors | 0.17% of 330,000 active | AID 485367;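 also: potency is read from the fitted curve at half-maximal effect; 0% = uninhibited 1x PFK enzyme wells and -100% = no-enzyme wells; nearly all actives have a fitted effect of over 60% in size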
#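 PFK 1.25 nM, F6P 0.5 mM, ATP 0.1 mM, 0.1 M TEA pH 8.0, 5 mM MgCl2, 0.01% Tween20, 0.1% BSA; 45 min RT. ADP-Glo readout. qHTS titration up to 57 uM; curves fitted, compounds curve-classed.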
# NPC1 prom act: NPC1 promoter activation; 2.4% of 320,000 active; AID 485313; Potency, µM (series often up to 9.22 µM), for the others: top-dose activation, hits mostly activators; Huh7 NPC1 promoter luciferase reporter, 24 h;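 also: potency is read from the fitted curve at half-maximal effect; % of control where 0% means no effect; nearly all actives have a fitted effect of over 60% in size; reporter is driven by a mutant NPC1 promoter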
#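 Luminescence from an NPC1 promoter-driven luciferase reporter in stably transfected Huh7 cells was measured after 24 h compound treatment at 37 °C, followed by 10 min ambient incubation with luciferase detection reagent.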
# Giardia killer: Giardia lamblia killing. Giardia lamblia trophozoite viability. activity change, % at 7.66 µM, hits read low. 0.15% of 340,000 active. AID 540267; in the data active = activity change below about -80%; inconclusive = between about -30% and that limit;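 also: parasites exposed to compound for two days anaerobically before the ATP read; % is scaled to controls: 0 for no effect and ±100 for the full control effect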
#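 Compounds were tested on trophozoites seeded at 100 cells/well and held 48 hrs at 37 deg C anaerobically. An ATP-based luminescent kit measured the remaining live cells.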
# FLuc counter: inhibits or activates purified firefly luciferase, miR-21 counter-screen; P08659; Potency, µM (highest dose often 57.5 µM), for inactives: at the highest dose activity change, negative = inhibition, usual class: inhibitors; purified FLuc, Km substrates, luminescence inhibition; AID 588342; 6.9% of 360,000 active;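 also: potency is read from the fitted curve at half-maximal effect; plate controls were vehicle for no effect and reference inhibitor for full effect; nearly all actives have a fitted effect of over 55% in size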
# Target sequence (P08659 whole entry, looked up): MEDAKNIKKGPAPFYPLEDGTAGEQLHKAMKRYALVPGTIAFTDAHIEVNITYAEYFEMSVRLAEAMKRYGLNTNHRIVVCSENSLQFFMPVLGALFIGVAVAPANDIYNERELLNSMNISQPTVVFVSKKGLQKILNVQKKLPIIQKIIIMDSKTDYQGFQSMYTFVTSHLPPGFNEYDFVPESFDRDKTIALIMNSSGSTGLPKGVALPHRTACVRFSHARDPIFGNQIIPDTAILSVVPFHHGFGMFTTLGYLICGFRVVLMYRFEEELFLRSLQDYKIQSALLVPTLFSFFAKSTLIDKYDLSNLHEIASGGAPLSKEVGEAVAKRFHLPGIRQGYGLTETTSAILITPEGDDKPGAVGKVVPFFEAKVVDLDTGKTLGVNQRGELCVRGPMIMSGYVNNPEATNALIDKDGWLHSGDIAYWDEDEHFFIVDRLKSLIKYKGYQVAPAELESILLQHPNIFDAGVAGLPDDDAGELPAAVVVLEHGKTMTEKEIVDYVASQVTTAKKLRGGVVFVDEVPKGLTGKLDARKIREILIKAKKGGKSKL
#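 Biochemical qHTS of compounds, final roughly 60 µM downward over six points, against 10 nM purified firefly luciferase using Km concentrations of substrates (10 uM D-luciferin, 10 uM ATP) in Tris acetate pH 7.5 buffer; luminescence output.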
# RORg inh: blocks mouse ROR gamma transcriptional activity; P51450; Drosophila S2 Gal4-RORgamma UAS-luciferase reporter, 20 h; Potency, µM (top dose mostly 53.6 µM), inactives show at the highest dose activity change, negative = inhibition, most hits filed as inhibitors; 5.4% of 310,000 active; AID 2551; also: potency is read from the fitted curve at half-maximal effect; % is scaled to controls: 0 for no effect and ±100 for the full control effect; nearly all actives have a fitted effect of over 60% in size
# Target sequence (P51450 whole entry, looked up, the tested form may be a part): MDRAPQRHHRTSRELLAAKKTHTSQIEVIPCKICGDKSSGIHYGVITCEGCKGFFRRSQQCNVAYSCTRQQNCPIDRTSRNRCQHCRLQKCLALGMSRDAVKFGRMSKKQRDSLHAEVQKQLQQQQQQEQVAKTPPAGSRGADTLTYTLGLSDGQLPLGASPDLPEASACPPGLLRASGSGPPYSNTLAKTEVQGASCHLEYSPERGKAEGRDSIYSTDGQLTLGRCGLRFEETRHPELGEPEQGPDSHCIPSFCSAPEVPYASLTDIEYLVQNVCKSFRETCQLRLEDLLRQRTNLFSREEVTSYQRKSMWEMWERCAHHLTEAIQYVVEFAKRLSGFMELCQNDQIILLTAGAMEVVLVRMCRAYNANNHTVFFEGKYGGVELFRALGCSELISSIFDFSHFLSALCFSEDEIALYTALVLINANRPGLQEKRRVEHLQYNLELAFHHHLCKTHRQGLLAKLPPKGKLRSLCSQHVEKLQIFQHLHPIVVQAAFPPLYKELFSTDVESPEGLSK
#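 Compounds are pin-transferred onto Drosophila Schneider cells expressing a copper-inducible Gal4–ROR gamma transactivation domain fusion. After 1 hr, copper sulfate is added to 700 uM final; luciferase is read 20 hr later.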
# Coupling enz: coupling enzyme interference in Giardia aldolase counter-screen; coupling enzyme system counterscreen, AmpLite Red fluorescence; activity change, negative = inhibition, % at 58.2 µM, hits read low; 0.67% of 290,000 active; AID 2472; in the data active = activity change below about -30%; also: % is scaled to controls: 0 for no effect and ±100 for the full control effect
#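 Counterscreen lacking aldolase: glyceraldehyde-3-phosphate coupling-enzyme reagent preincubated 10 min at RT with compound (at 57.5 uM final), then substrate/coupling system with AmpLite Red added; fluorescence read at 525/598 nm after 20 min RT.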
# KCNH2 3.1 block: inhibitors of human KCNH2 3.1 potassium channel isoform | AID 720553 | 0.95% of 340,000 active | activity change, % (tested at about 1.8 µM) | U2OS KCNH2 3.1, thallium flux FluxOr; stronger effect = lower value;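 active = maximum activity change below -70%; inconclusive = maximum activity change from -70% to -50%; inactive = maximum activity change above -50%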;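 also: thallium influx rate constant from kinetic fluorescence after stimulation buffer; % is scaled to controls: 0 for no effect and ±100 for the full control effect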
#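 Channel expression came from 3.1 mutant virus (1.77 x 10^8 /mL) applied to suspended U2OS cells for 4 h. Flux was tracked with FluxOr dye plus Red40 quencher, and kinetic rate constants normalized to controls.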
# ELG1 genotox: induces genotoxicity in HEK293T cells with luciferase-tagged ELG1; AID 504466; Potency, µM (series often up to 46 µM), inactives show top-dose activity change, positive = activation, most hits filed as activators; 1.3% of 330,000 active; HEK293T ELG1-luciferase reporter, luminescence, 16 h; also: potency is read from the fitted curve at half-maximal effect; % of control where 0% means no effect; nearly all actives have a fitted effect of over 60% in size
#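 Genotoxic stress is detected as increased luminescence from luciferase-tagged ELG1 in HEK293T cells, measured with ONE-Glo after a 16 hr treatment at 37 °C.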
# * hit, by the source's call; u = inconclusive; x = not tested or not shown; [ ] = remark or other dose. Unless noted, calls follow the shape of the dose curve; as a rule, active = well fitted curve in the direction sought with a large enough effect; inconclusive = small, poorly fitted or top-dose-only effect, or another doubt; inactive = no such curve, though single readings can be large; an effect the other way counts as inactive or inconclusive.
SMILES,Rab9 promoter act,uPA generation,Gal4-VP16 FLuc,Tb PFK inh,NPC1 prom act,Giardia killer,FLuc counter,RORg inh,Coupling enz,KCNH2 3.1 block,ELG1 genotox
CN(C)c1cc(-c2ccc(C#N)cc2)oc(=O)c1Cl,-14%,1%,-6%,-22%,-5%,-13,-1%,-2%,0,23,2%
COc1ccc(C(=O)NC(=S)Nc2ccc(N3CCCC3)cc2)cc1,-9%,-1%,7.1µM*,1%,-1%,-4,5%,2µM*,0,-89*,-4%
O=C(NCCCc1ccccn1)C1CCC(=O)N(Cc2cccc(F)c2)C1 (stereo not given),2%,8%,0%,6%,7%,8,0%,-1%,x,-1,2%
CC(=O)c1ccc(S(=O)(=O)N2CCN(C(=O)C3CCCC3)CC2)cc1,0%,-2%,-2%,3%,2%,-2,-1%,1%,2,-5,1%
CCOC(=O)c1cccc(S(=O)(=O)N2CCOCC2)c1,-1%,4%,-6%,1%,0%,13,-2%,-24%,2,5,2%
COc1ccc(C(=O)Nc2ccc(S(=O)(=O)Nc3ncccn3)cc2)cc1OC,-1%,-1%,-5%,6%,-9%,10,5%,-1%,6,2,0%
Cc1cccc(-n2nnnc2SCC(=O)c2cc(C)n(Cc3ccco3)c2C)c1,9%,1%,u,-26%,11%,14,-12%,u,-4,0,5%
COc1ccc(CN2CCN(C(C)C(=O)NC(C)c3ccc(F)cc3)CC2)cc1F (stereo not given),2%,-1%,0%,-3%,-4%,26,-1%,0%,-1,-32,0%
CC(=O)N(CN1C(=O)c2ccc([N+](=O)[O-])cc2C1=O)c1ccc(F)cc1,8%,4%,u,-2%,2%,0,5%,-1%,-16,6,-6%
COc1ccccc1CN1CC(C(=O)NCCCc2ccc(F)cc2)CCC1=O (stereo not given),0%,-11%,2%,-9%,-1%,-26,-1%,u,-2,4,-2%[9.26 µM]
O=S(c1ccc2ccccc2c1)c1cnns1 (stereo not given),2%,-19%,u,-2%,-1%,3,4%,11µM*,-1,-7,-3%
COc1ccc(OCC(=O)NC(=S)Nc2ccc(S(=O)(=O)Nc3cc(OC)nc(OC)n3)cc2)cc1,-3%,15%,1%,-2%,0%,-8,-9%,3%,8,-40,1%
COCCN(C(=O)c1ccc(N2CCCC2=O)cc1)c1c(N)n(CC(C)C)c(=O)[nH]c1=O,-5%,-1%,x,4%,0%,-30,7%,x,x,16,-1%
O=C(CSc1nnnn1C1CCCC1)N1CCCCC1,3.2µM*,2%,u,-4%,3.5µM*,-3,19µM*,-34%,1,0,u
Clc1ccc(-c2nnc(-c3ccc(Br)o3)o2)c(Cl)c1,u,x,-8%,-4%,1.6µM*,-4,3µM*,-4%,-1,-12,9.2µM*
N/C(=N\N=C\c1ccco1)SC1CC(=O)N(c2ccc(C(=O)O)cc2)C1=O (stereo not given),-4%,-2%,-4%,5%,-1%,-23,3%,-36%,2,22,3%
CCOC(=O)N1CCN(C(=O)CSc2nnc(-c3c[nH]c4ccccc34)n2CCOC)CC1,-3%,-2%,-6%,2%,-1%,12,5%,1%,2,4,-1%
O=C(NC1CCCC1)c1ccc2c(c1)N(Cc1ccccc1)CCS2,12%,-3%,-3%,1%,-4%,9,0%,30%,-5,-9,-7%
Cn1c(-c2cccc(OCc3ccccc3)c2)nc2c1c(=O)[nH]c(=O)n2Cc1ccccc1,-14%,2%,-1%,-2%,-9%,11,0%,14%,1,11,7%
CCOCCn1cnc2sc(C(=O)NCCCN3CCOCC3)c(C)c2c1=O,9%,-1%,1%,0%,1%,20,6%,-10%,x,-2,4%
COc1cccc(C(C(=O)NCC2CCCO2)N(C(=O)Cn2nnc3ccccc32)c2ccc(NC(C)=O)cc2)c1OC (stereo not given),-6%,x,-3%,-3%,0%,4,-4%,-2%,-1,22,4%
NC(=O)C1CCCN(Cc2ccc(Cl)cc2)C1 (stereo not given),1%,x,5%,-11%,0%,11,4%,0%,1,11,-3%
COc1ccccc1CCNC(=O)c1ccc2nc[nH]c2c1,2%,2%,-3%,-16%,1%,2,u,18%,x,4,5%
Cc1cccc(CS(=O)(=O)Cc2ccc(C(=O)NC3CCCC3)o2)c1,-1%,2%,-2%,2%,0%,30,0%,1%,2,8,-1%[9.26 µM]
COc1ccc(S(=O)(=O)N2CCN(Cc3ccc(OC)c(OC)c3)CC2)cc1,-1%,-7%,-4%,1%,0%,18,-1%,38%,3,6,0%
COc1ccc(C(C)(C)C)cc1NC(=O)CCCN1C(=O)CN(C)C1=O,13%,6%,x,0%,-1%,-20,0%,x,x,2,1%
O=C1c2ccccc2S(=O)(=O)N1Cc1ccccc1[N+](=O)[O-],0%,1%,10%,3%,8%,20,0%,1%,-1,5,-1%
Cc1ccc(-n2c(SCC(=O)NCc3ccco3)nc3c(sc4ccccc43)c2=O)cc1,-1%,10%,3%,0%,-5%,30[activator],2%,u,-6,-31,-1%
CCc1ccc(C(=O)C(C)OC(=O)CNS(=O)(=O)c2ccc(C)cc2)cc1 (stereo not given),5%,0%,x,3%,-4%,-4,7%,x,x,2,1%
COc1ccc(NS(=O)(=O)c2ccc(OC)c(NC(=O)CCC3CCCCC3)c2)cc1,-2%,1%,-8%,0%,-3%,-6,4%,12%,-1,-14,1%

# 10 of the compounds above, with two lines to a compound.
# Results follow in this order: Rab9 promoter act | uPA generation | Gal4-VP16 FLuc | Tb PFK inh | NPC1 prom act | Giardia killer | FLuc counter | RORg inh | Coupling enz | KCNH2 3.1 block | ELG1 genotox
O=C(NC1CCCC1)c1ccc2c(c1)N(Cc1ccccc1)CCS2
 : 12% | -3% | -3% | 1% | -4% | 9 | 0% | 30% | -5 | -9 | -7%
Cn1c(-c2cccc(OCc3ccccc3)c2)nc2c1c(=O)[nH]c(=O)n2Cc1ccccc1
 : -14% | 2% | -1% | -2% | -9% | 11 | 0% | 14% | 1 | 11 | 7%
CCOCCn1cnc2sc(C(=O)NCCCN3CCOCC3)c(C)c2c1=O
 : 9% | -1% | 1% | 0% | 1% | 20 | 6% | -10% | x | -2 | 4%
COc1cccc(C(C(=O)NCC2CCCO2)N(C(=O)Cn2nnc3ccccc32)c2ccc(NC(C)=O)cc2)c1OC (stereo not given)
 : -6% | x | -3% | -3% | 0% | 4 | -4% | -2% | -1 | 22 | 4%
NC(=O)C1CCCN(Cc2ccc(Cl)cc2)C1 (stereo not given)
 : 1% | x | 5% | -11% | 0% | 11 | 4% | 0% | 1 | 11 | -3%
COc1ccccc1CCNC(=O)c1ccc2nc[nH]c2c1
 : 2% | 2% | -3% | -16% | 1% | 2 | u | 18% | x | 4 | 5%
Cc1cccc(CS(=O)(=O)Cc2ccc(C(=O)NC3CCCC3)o2)c1
 : -1% | 2% | -2% | 2% | 0% | 30 | 0% | 1% | 2 | 8 | -1%[9.26 µM]
COc1ccc(S(=O)(=O)N2CCN(Cc3ccc(OC)c(OC)c3)CC2)cc1
 : -1% | -7% | -4% | 1% | 0% | 18 | -1% | 38% | 3 | 6 | 0%
COc1ccc(C(C)(C)C)cc1NC(=O)CCCN1C(=O)CN(C)C1=O
 : 13% | 6% | x | 0% | -1% | -20 | 0% | x | x | 2 | 1%
O=C1c2ccccc2S(=O)(=O)N1Cc1ccccc1[N+](=O)[O-]
 : 0% | 1% | 10% | 3% | 8% | 20 | 0% | 1% | -1 | 5 | -1%

# (further entries)
SMILES,Rab9 promoter act,uPA generation,Gal4-VP16 FLuc,Tb PFK inh,NPC1 prom act,Giardia killer,FLuc counter,RORg inh,Coupling enz,KCNH2 3.1 block,ELG1 genotox
Cc1ccccc1OCC(=O)N1N=C(c2cccnc2)CC1(O)C(F)(F)F (stereo not given),-2%,3%,u,3%,-1%,-17,-17%,u,3,0,-1%
COC(=O)c1ccc(NC(=S)NCCCN2CCCC2=O)cc1,-1%,12%,-10%,-5%,1%,-4,4%,4%,-2,5,-2%
CC(=O)c1cccc(OCc2cc(C(=O)N(C)CCc3cnn(C)c3)no2)c1,-3%,-2%,13%,3%,-1%,19,0%,37%,x,5,1%
CCOC(=O)c1ccc(NC(=O)CSc2nc(C)nc3c2c(=O)n(C)c(=O)n3C)cc1,1%,-11%,12%,-3%,-1%,-21,0%,0%,-3,4,4%
CCC(C)(C)NC(=O)C(c1ccccc1F)N(Cc1ccco1)C(=O)Cn1nnc2ccccc21 (stereo not given),1%,18%,-3%,-1%,-2%,-17,10%,42%,0,7,0%
CN1CCN(C(=O)c2ccccc2-c2nc(-c3ccccc3)no2)CC1,14%,7%,-11%,0%,10%,21,u,1%,4,-6,18%

# Screens deposited in PubChem by National Center for Advancing Translational Sciences (NCATS).
